hcGAS inh – inhibitors of human cGAS; Q8N884; recombinant h-cGAS, ATP depletion, Kinase-Glo luminescence; inhibition, % at 12.5 µM; 290,000 tested, 0.081% active; AID 1259398;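 note: 0% = vehicle reaction and 100% = reaction without DNA for no activity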
Target sequence (Q8N884 whole entry, looked up): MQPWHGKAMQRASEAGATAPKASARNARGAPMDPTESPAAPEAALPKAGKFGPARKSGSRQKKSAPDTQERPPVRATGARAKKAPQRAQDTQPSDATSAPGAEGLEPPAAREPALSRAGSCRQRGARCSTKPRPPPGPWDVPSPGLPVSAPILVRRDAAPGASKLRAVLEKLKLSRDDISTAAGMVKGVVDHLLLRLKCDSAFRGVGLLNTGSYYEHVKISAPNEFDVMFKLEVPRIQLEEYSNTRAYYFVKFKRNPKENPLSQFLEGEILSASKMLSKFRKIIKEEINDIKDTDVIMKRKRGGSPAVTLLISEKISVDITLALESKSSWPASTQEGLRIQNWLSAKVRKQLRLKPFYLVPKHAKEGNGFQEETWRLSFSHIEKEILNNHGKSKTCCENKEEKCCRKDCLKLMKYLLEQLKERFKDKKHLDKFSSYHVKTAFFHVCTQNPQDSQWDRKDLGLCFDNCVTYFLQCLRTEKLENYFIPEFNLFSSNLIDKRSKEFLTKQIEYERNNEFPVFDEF
NPYLR7 agonist – mosquito NPYLR7 agonism | HEK293T NPYLR7/Galpha15, GCaMP6s calcium fluorescence | activation, % at 10 µM | 270,000 tested, 0.15% active | AID 1259423; in the data active = activation above about 40%;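 note: 0% = vehicle and 100% = reference agonist at the receptor; some compounds past the cut are filed as inactive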
mcGAS inh – mouse cGAS inhibition by luminescence; 160,000 tested, 0.15% active; inhibition, % at 12.5 µM; recombinant cGAS, Kinase-Glo ATP depletion luminescence; Q8C6L5; AID 1259399;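 note: 0% = negative control wells and 100% = reference inhibitor with no enzyme activity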
* marks the source's active call; other numbers are inactive results; . = no result given; & = joins results of further samples. Cut-off read from the data, not from the text of the source, unless noted: active = inhibition above about 40%; inactive = the rest.

The first 2 records (preview)
SMILES	hcGAS inh	NPYLR7 agonist	mcGAS inh
CC(C)n1c(Nc2ccccc2)nc2ccccc21	5	14	0
COC(=O)[C@@H]1CCCN1c1ccc(-c2nc(COc3ccccc3)no2)cn1	-6	19	.

The listing, repeating the preview:
SMILES	hcGAS inh	NPYLR7 agonist	mcGAS inh
CC(C)n1c(Nc2ccccc2)nc2ccccc21	5	14	0
COC(=O)[C@@H]1CCCN1c1ccc(-c2nc(COc3ccccc3)no2)cn1	-6	19	.
CC(C)c1ccc(NC2CCCN(C(=O)/C=C/c3ccccn3)C2)cc1 (stereo unspecified)	2&-4	14&-5	-5&-3
COC(=NCc1ccccn1)NC(=O)c1cccc(C(F)(F)F)c1	-8	9	.
CC(C)Oc1ccccc1NS(=O)(=O)N(C)C(C)C	-8	3	.
CCOCC(=O)N(Cc1cccc(C)c1)c1ccc2[nH]c(=O)[nH]c2c1	-9	7	.
CN(Cc1ccc(OCC(N)=O)c(Cl)c1)Cc1cccc2ncccc12	-2	-4	-14
CCCn1c(=O)c(C(=O)N2CCCC2)nn(-c2ccc(OC)c(OC)c2)c1=O	-2	-1	-1
CC(C)c1ccc(C(=O)N(C)CCCN2c3ccccc3CCc3ccccc32)cc1	-7	-4	-4
CCc1nn(C)c(Cl)c1CN1CCCC(c2nn(C)c(=O)n2CC)C1 (stereo unspecified)	3	14	-16
COC(=O)c1ccc(CSc2nnc(C)c3cnn(-c4ccc(F)cc4)c23)o1	-2	-10	-2
O=C1OC(c2ccc3c(c2)OCO3)=NC1=Cc1cnn(Cc2ccccc2Cl)c1	-7	2	.
CC1C(=O)N(c2ccc3c(c2)OCO3)CCN1C(=O)c1cccc(F)c1 (stereo unspecified)	-5	19	-5
COc1ccc(-c2cccc(NC(=O)c3ccc(C)cc3)c2)nn1	-4	-1	-12
COc1ccc(CN2CCn3nc(C(=O)Nc4ccc(F)cc4)cc3C2=O)cc1	1	-1	-5
CCc1nnc2sc(CCc3c(C)nn(-c4ccccc4)c3C)nn12	2	-8	-4
CCOC(=O)N1CCC(C(=O)NC(C)C23CC4CC(CC(C4)C2)C3)CC1 (stereo unspecified)	-5	15	.
CCC(C)NS(=O)(=O)c1ccc2c(c1)CCN2C(C)=O (stereo unspecified)	-13	0	.
Cc1c(C(=O)NNc2cc(=O)n(C)c(=O)n2C)cccc1[N+](=O)[O-]	1	-2	-1
Nc1nnc(SCc2ccc(C(F)(F)F)cc2)s1	-6	0	.
COCCCN(CC(=O)Nc1cc(C(C)(C)C)nn1-c1ccc(C)cc1C)C(=O)COc1ccc(Cl)cc1	-11	-2	-4
Cn1nc(-c2cccs2)cc1C(=O)N1C[C@H]2CC=CC[C@H]2C1	-6	4	.
Cc1nn(C)c(Cl)c1CSc1n[nH]c(-c2ccccc2F)n1	2	3	-1
COCCN(CC(=O)N(CCc1ccc(OC)c(OC)c1)Cc1sccc1C)C(=O)C1C[C@H]1c1ccccc1 (stereo partly specified)	-2	.	-6
CCc1ccc(C(=O)N(CC(=O)N(CCc2ccc(OC)c(OC)c2)Cc2ccco2)C(C)CC)cc1 (stereo unspecified)	-1	-5	-2
Cn1cc(C2c3sc(=O)[nH]c3SC3C(=O)NC(=O)C32)c2ccccc21 (stereo unspecified)	-3	2	.
CCc1ccccc1-n1ccn(CC(=O)c2ccc(F)cc2)c(=O)c1=O	-7	6	.
Cc1nc(N2CCOC(C(F)(F)F)C2)c2ccsc2n1 (stereo unspecified)	1	-1	-4
Cc1ccc(-n2ncc(Oc3ccc(C)c(C)c3)c(Nc3cccc(C(=O)NCC4CC4)c3)c2=O)cc1	-7	12	-5
O=C(Cc1cnn(-c2ccccc2)c1)NCC1CCCCC1	-2	1	.
O=C(CCl)N1CCN(Cc2ccc(Cl)s2)CC1	-6	-3	.
Cc1cc(-c2cc3ccccc3o2)cnc1N	-3	2	-9
Cc1ccccc1CN1CCC(N2CCC(C(=O)NCCc3scnc3C)CC2)CC1	-9	6	-9
CC(CCS(C)=O)NC(=O)Nc1ncc(-c2ccccc2)s1 (stereo unspecified)	-7	2	.
COc1ccc(CN2CCN(c3ccc(Cl)cc3Cl)C(=O)C2C)cc1 (stereo unspecified)	-4	-4	-4
NCCn1cc(C(=O)N2CCCC3(CCNC3)C2)nn1 (stereo unspecified)	-3	-1	.
COc1ccc2c(c1)c1c3n2CC(O)CN=C3CCC1 (stereo unspecified)	-10	0	-5
Clc1cccc(CN2CCCC2c2ccccn2)c1 (stereo unspecified)	3	1	-5
CCSc1nc2c([nH]c3ccccc32)c(=O)n1-c1ccc([N+](=O)[O-])cc1	-9	7	-9
CN1CCCC2(CCN(C(=O)CCn3cncn3)C2)C1=O (stereo unspecified)	-7	-7	-10
COc1ccccc1/C=C/C=C1\N=C(c2ccc(Cl)c(Cl)c2)OC1=O	0	1	.
COc1ccc(C(=O)Nc2ccc(-n3nc(OCC(C)C)nc3-c3ccc4c(c3)OCO4)cc2)c(OC)c1	5	-4	1
C=CCn1c(N2CCN(c3ccc(OC)cc3)CC2)nc2c1c(=O)n(C)c(=O)n2C	-11	.	-8
Cc1ccccc1Cn1c(=O)n(Cc2cccs2)c(=O)c2cccnc21	-4	2	.
Cc1ccc(/C=C/c2nc(SCC(C)C)n[nH]2)o1	-5	7	.
COCCc1nc2ccc(C(=O)N3CCN(C(=O)c4cccs4)CC3)cc2o1	-9	-1	-10
COc1ccc(CC(=O)N2CCC(n3nccc3NC(=O)Nc3ccccc3C)CC2)cc1	1	.	-7
Cc1ccc(C(=O)N2CCN(Cc3ccccc3)C(C#N)C2)c(O)c1 (stereo unspecified)	-7	3	.
COc1ccc(-c2cc(C(F)(F)F)n3nc(C(=O)Nc4cccc(O)c4)cc3n2)cc1OC	-7	-2	-6
O=C(c1ccccc1O)N1CCCC(CCc2ccccc2C(F)(F)F)C1 (stereo unspecified)	-7	1	.
NC(=O)CSc1nnc(-c2ccc(F)cc2)n1CCN1CCOCC1	4	1	.
COc1cccc(CN2CCn3nc(C(=O)NCc4cccc(F)c4)cc3C2=O)c1	1	9	-3
CCOC(=O)C1(Cc2cccc(C(F)(F)F)c2)CCN(Cc2ccc(OC)c(OC)c2OC)CC1	5	0	-1
CC1(C(=O)NCC2CCCCC2)CCN1C(=O)Cc1cc(F)ccc1F (stereo unspecified)	-8	10	-5
CCc1nnc2n1N(C(C)=O)C(c1ccc(Cl)c(Cl)c1)=C(C(C)=O)S2	-7	5	.
Cc1ccc(F)c(NC(=O)CCn2cnc3c(cnn3C)c2=O)c1	-7	1	.
CCNC(=S)N1CCC(C(NC(=O)c2cccs2)C(=O)NCCCOC)CC1 (stereo unspecified)	-1	-7	-4
Cc1ccc(C=C2N=C(c3ccc(N4CCCC4=O)cc3)OC2=O)o1	-8	8	-8
Cc1cc(NC(=O)C2CCN(S(=O)(=O)c3cccs3)CC2)ccc1I	-5	-6	-6
O=C(c1ccc(-n2cnnc2)cc1)N(Cc1ccccn1)CC1CCCO1 (stereo unspecified)	-6	1	-16

Four of these compounds in another layout:
canonical_smiles | hcGAS inh | NPYLR7 agonist | mcGAS inh
COc1cccc(CN2CCn3nc(C(=O)NCc4cccc(F)c4)cc3C2=O)c1 | 1 | 9 | -3
COc1ccc(-c2cc(C(F)(F)F)n3nc(C(=O)Nc4cccc(O)c4)cc3n2)cc1OC | -7 | -2 | -6
Cc1cc(NC(=O)C2CCN(S(=O)(=O)c3cccs3)CC2)ccc1I | -5 | -6 | -6
O=C(c1ccc(-n2cnnc2)cc1)N(Cc1ccccn1)CC1CCCO1 (stereo unspecified) | -6 | 1 | -16

The listing continues.
SMILES	hcGAS inh	NPYLR7 agonist	mcGAS inh
N#Cc1c(NC(=O)c2cnn3c2NC(c2cccs2)CC3C(F)(F)F)sc2c1CCCC2 (stereo unspecified)	-4	4	-6
CC(C)Nc1ncc(-c2nccn2Cc2ccc(F)c(F)c2)cn1	5	-3	.
O=S(=O)(c1ccc(F)cc1)N1CCN(c2nc3nccc(-c4cccs4)n3n2)CC1	-6	27	-9
N#Cc1ccccc1OCCSCc1nnnn1C1CC1	-10	3	-10
Cc1cc(N2CCCN(Cc3cccnc3N)CC2)ccn1	-7	5	.
CCn1ccc(C(=O)N(CCCN2CCOCC2)c2nc3ccc(Cl)cc3s2)n1	-6	2	.
COc1ccc(C(=O)Nc2cc(C)nn2-c2ncnc3c2cnn3-c2cccc(C)c2C)c(OC)c1	-6	8	-9
O=C(Nc1cccc(C(=O)OC2CC3CCC2C3)c1)NC1CC1 (stereo unspecified)	-6	1	-18
CC(NC(=O)c1c(O)nc2sccn2c1=O)c1ccccc1 (stereo unspecified)	-6	-1	-6
O=c1n(CCOc2ccc(F)cc2)nnn1-c1ccccc1Cl	-4	6	.
CCn1cc(C(=O)NC2CC(C)(OC)C2(C)C)cn1 (stereo unspecified)	-8	5	.
CC(C#N)Sc1nnc(Cc2c(F)cccc2Cl)o1 (stereo unspecified)	-6	5	.
c1ccc(-c2nc3ccccc3nc2-c2ccccn2)nc1	-6	-2	-3
CCCC(C)NC(=O)c1ccccc1C(=O)c1ccc(F)cc1 (stereo unspecified)	3	1	-10
CCCCCc1ccc(C(=O)Nc2cccc(-c3cccc(-c4ccc(F)cc4)n3)c2)cc1	-3	14	-4
C=CCCC(O)CNCc1nc(-c2ccc(C)c(Cl)c2)no1 (stereo unspecified)	-11	4	-6
Cc1nc(NCCNC(=O)c2cccs2)cc(N2CCOCC2)n1	-4	11	.
Cc1ccc(S(=O)(=O)N(C)c2c(C)ccc(S(=O)(=O)NC(C)(C)C)c2C)cc1	1	-7	-1
O=C(NC1CCN(c2ccccc2C(=O)N2CCN(c3ccccn3)CC2)CC1)c1ccc(Cl)cc1Cl	-9	0	-7
CC(C)=CCC[C@](C)(O)C1CC=C(C)CC1 (stereo partly specified)	3	-9	.
Cc1cc2nc(C=Cc3cc4c(cc3[N+](=O)[O-])OCO4)sc2cc1C	-5	-1	.
O=[N+]([O-])c1ccc(NNC(=S)Nc2ccccc2)cc1	-28	2	.
Oc1ccccc1N1CCN(Cc2csc(C3CCCC3)n2)CC1	-3	-27	.
Cc1sc2nc(CCN)nc(N3C[C@H]4CC[C@H]3C4)c2c1C	-11	-3	.
COc1ccc(/C=C2\C=C(c3ccccc3)N(c3ccc(F)cc3)C2=O)cc1Br	1	-1	1
Cc1cc(NC(=O)Cc2cccs2)n(-c2nc3ccccc3s2)n1	-10	-13	-15
CCCCC(=O)Nc1ccc(-n2nc(OC(C)C)nc2-c2ccccc2C)cc1	-8	-5	-6
Nc1c(Cl)ncnc1NC1CCCC1	-5	8	.
O=C(c1ccccn1)N1CCCC(O)(CO)CC1 (stereo unspecified)	-7	3	-10
CC1(C(=O)NCc2cccnc2)CCN1C(=O)C/C=C/c1ccccc1 (stereo unspecified)	-5	1	-4
O=C(Cn1cnc2c(cnn2C2CCS(=O)(=O)C2)c1=O)c1ccc(Cl)cc1 (stereo unspecified)	-4	0	.
CCOCCCN(Cc1nc(C(=O)OC)cs1)C(=O)Nc1ccc(Br)cc1	-6	-7	-4
Cc1nc2n(n1)C(=O)C(C(c1ccc(F)cc1)N1CCC3(CC1)OCCO3)S2 (stereo unspecified)	-6	4	.
CCN(CC)Cc1oc(CO)cc(=O)c1O	-4	15	.
CCOC(=O)C(C)Sc1nc2c(c(=O)n1-c1ccccc1)SCC2 (stereo unspecified)	-4	-4	.
CCCCCn1c(N2CCN(Cc3ccccc3)CC2)nc2c1c(=O)[nH]c(=O)n2C	-8	0	.

Ordered by length of the SMILES (rising): part of the list above.
SMILES	hcGAS inh	NPYLR7 agonist	mcGAS inh
Nc1c(Cl)ncnc1NC1CCCC1	-5	8	.
CCN(CC)Cc1oc(CO)cc(=O)c1O	-4	15	.
Cc1cc(NC(=O)Cc2cccs2)n(-c2nc3ccccc3s2)n1	-10	-13	-15
CCOC(=O)C(C)Sc1nc2c(c(=O)n1-c1ccccc1)SCC2 (stereo unspecified)	-4	-4	.
CCCCCn1c(N2CCN(Cc3ccccc3)CC2)nc2c1c(=O)[nH]c(=O)n2C	-8	0	.

Carrying on:
SMILES	hcGAS inh	NPYLR7 agonist	mcGAS inh
CCCC(C)c1nc(N2CCCN(C(=O)Cc3cccs3)CC2)c2cnn(-c3ccccc3)c2n1 (stereo unspecified)	-1	-1	-3
CN(C)C(=O)NC1CCS(=O)(=O)C1 (stereo unspecified)	-6	2	.
CCc1cccc(NC(=O)N2CCN(C(=O)c3cc(-c4cccc(OC)c4)n(-c4ccccc4F)c3C)CC2)c1	-5	-1	-4
CSc1ccc2cc(CN(C)Cc3nccn3C)c(=O)[nH]c2c1	-7	7	-9

Single records (already shown). Order of screens: hcGAS inh | NPYLR7 agonist | mcGAS inh
Listed for Cc1cc(NC(=O)C2CCN(S(=O)(=O)c3cccs3)CC2)ccc1I → -5 | -6 | -6
Listed for Cc1cc(-c2cc3ccccc3o2)cnc1N → -3 | 2 | -9
Listed for COc1ccc(-c2cccc(NC(=O)c3ccc(C)cc3)c2)nn1 → -4 | -1 | -12
